12-LOX inh: inhibitors of human 12S-lipoxygenase ALOX12. Potency, µM (titrated, usually from 108 µM), for inactives: at the highest dose activity change, negative = inhibition, actives largely listed as inhibitors. 580,000 compounds, 1.1% hits. P18054. purified 12hLO, xylenol orange hydroperoxide absorbance; also: potency is read from the fitted curve at half-maximal effect; % is scaled to controls: 0 for no effect and ±100 for the full control effect
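Hydroperoxide product was detected by ferrous iron/xylenol orange as the 573 to 405 nm absorbance ratio. Arachidonic acid at 40 uM (final) was turned over for 30 min at room temperature by 150 nM human 12hLO, pH 7.0 Hepes buffer, after 15 min compound preincubation.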
Anesthetic bind: binds horse apoferritin like a general anesthetic; Potency, µM (top dose mostly 77.5 µM), for inactives: at the top dose activity change, negative = displacement, usual class: inhibitors; apoferritin/1-aminoanthracene competitive binding, fluorescence; P02791; AID 485281; 350,000 compounds, 0.074% hits; also: potency is read from the fitted curve at half-maximal effect; % is scaled to controls: 0 for no effect and ±100 for the full control effect; nearly all actives have a fitted effect of over 20% in size
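Read-out: endpoint 1-AMA fluorescence, excitation 380 nm and emission 535 nm, after compounds sit 10 min at room temperature with 10 uM horse-spleen apoferritin in 50% saturated 1-AMA/PBS. Values come from four-parameter Hill fits.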
LDHA inh: inhibitors of human lactate dehydrogenase A; 480,000 compounds, 0.15% hits; purified LDHA, NADH/diaphorase-resazurin fluorescence; hits give low values; P00338; activity change, % (values are at about 110 or 230 µM); in the data active = activity change below about -30%; inconclusive = mostly about -25% to -30%;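 also: plate controls were DMSO wells for no effect and wells without enzyme for full effect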
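Enzyme activity of human lactate dehydrogenase 5 (2 nM; 0.06 mM NADH, 0.2 mM pyruvate, 5 min, RT) is measured via a resazurin/diaphorase fluorescence readout of residual NADH.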
POLB inh: DNA polymerase beta (human) inhibition; Pol beta primer extension/strand displacement, fluorescence kinetic; Potency, µM (series often up to 114 µM), without a hit: at the highest dose activity change, negative = inhibition, actives largely listed as inhibitors; 340,000 compounds, 1.3% hits; AID 485314; also: potency is read from the fitted curve at half-maximal effect; % is scaled to controls: 0 for no effect and ±100 for the full control effect
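Enzyme-only controls used 10 nM Pol beta; buffer lacking enzyme served as negative control. Compound preincubated 15 min, then 50 nM substrate added; 0 and 10 min reads at room temperature.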
ERG Ets-DNA blk: ERG Ets/DNA interaction inhibition. fluorescence polarization, His-ERG Ets domain / labelled DNA. Potency, µM (series often up to 76.9 µM), for inactives: at the top dose FP activity, negative = inhibition, most hits filed as inhibitors. 370,000 compounds, 0.028% hits; active = well fitted inhibition curve with a large enough effect in the polarisation, with a control signal flat; inconclusive = small, poorly fitted or top-dose-only effect, or effect the other way, or a change in a side signal; inactive = no such curve, though single readings can be large or run the other way; the % refers to the polarisation;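 also: polarization taken with two DNA probes labelled with fluorescein and Texas red; potency is read from the fitted curve at half-maximal effect; % of control where 0% means no effect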
Target sequence (P11308 whole entry, looked up, the tested form may be a part): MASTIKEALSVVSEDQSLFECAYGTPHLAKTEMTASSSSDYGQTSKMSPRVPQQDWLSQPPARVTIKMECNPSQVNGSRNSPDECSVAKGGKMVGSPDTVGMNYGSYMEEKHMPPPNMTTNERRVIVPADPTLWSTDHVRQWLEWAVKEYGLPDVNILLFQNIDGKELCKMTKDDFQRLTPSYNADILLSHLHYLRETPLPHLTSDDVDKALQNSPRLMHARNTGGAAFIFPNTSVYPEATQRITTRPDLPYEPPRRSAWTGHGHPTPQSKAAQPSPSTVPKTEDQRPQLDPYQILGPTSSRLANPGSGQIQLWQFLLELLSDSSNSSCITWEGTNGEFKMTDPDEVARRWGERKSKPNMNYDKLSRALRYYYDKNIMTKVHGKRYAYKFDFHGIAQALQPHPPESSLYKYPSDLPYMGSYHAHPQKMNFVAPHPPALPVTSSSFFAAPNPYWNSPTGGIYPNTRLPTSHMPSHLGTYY
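His-tagged ERG Ets domain (1 uM in the protein solution; 300mM KCl, 50mM Tris-HCl, 1mM EDTA, 1mM DTT, pH 7.5) received compound, then a probe mix of 5 nM fluorescein-DNA and 100nM Texas-615-DNA. Fluorescence polarization was read for both dyes.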
POLH inh: blocks human DNA polymerase eta activity. recombinant Pol eta, fluorescent DNA replication assay. Potency, µM (doses to about 114 µM), for the others: at the top dose activity change, negative = inhibition, actives largely listed as inhibitors. 390,000 compounds, 1.2% hits; also: potency is read from the fitted curve at half-maximal effect; % is scaled to controls: 0 for no effect and ±100 for the full control effect
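Pol eta at 10 nM preincubated with compounds 15 min at room temperature; reaction started with fluorescent substrate (50 nM final) and read kinetically at 0 and 10 min.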
RGS4 inhibitor: blocks human RGS4-accelerated GTP hydrolysis; P49798; Transcreener GDP fluorescence polarization, RGS4-accelerated GTP hydrolysis; Potency, µM (highest dose often 114 µM), for the others: top-dose activity change, negative = inhibition, most hits filed as inhibitors; 390,000 compounds, 0.039% hits; also: potency is read from the fitted curve at half-maximal effect; % is scaled to controls: 0 for no effect and ±100 for the full control effect; nearly all actives have a fitted effect of over 75% in size; some results filed as inactive show a strong effect at the top dose
Target sequence (P49798 whole entry, looked up): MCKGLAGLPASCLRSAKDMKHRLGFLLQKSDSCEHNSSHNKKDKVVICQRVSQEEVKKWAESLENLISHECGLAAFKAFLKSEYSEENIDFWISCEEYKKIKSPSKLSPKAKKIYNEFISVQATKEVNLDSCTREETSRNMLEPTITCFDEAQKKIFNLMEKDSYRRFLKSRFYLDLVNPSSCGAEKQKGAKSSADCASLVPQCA
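MLSMR compounds (23 nl, pin-transferred) preincubated 10 min at room temperature with a 500nM (2x) first reagent, then RGS4 at 900nM (2x) plus Transcreener GDP mix added; fluorescence polarization (620/688 nm) read before and after 90 min at 30 °C.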
POLK inh: inhibitors of human DNA polymerase kappa; AID 588579; 400,000 compounds, 0.53% hits; Potency, µM (titrated, usually from 107 µM), inactives show top-dose activity, negative = inhibition, most hits filed as inhibitors; Q9UBT6; purified Pol kappa, fluorescent DNA synthesis assay, 10 min; also: potency is read from the fitted curve at half-maximal effect; % is scaled to controls: 0 for no effect and ±100 for the full control effect
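Readout: fluorescence, taken kinetically at 0 and 10 min. Conditions: 10 nM Pol kappa, 15 min RT compound preincubation, 50 nM substrate final. Controls: enzyme-free buffer wells.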
APE1 inh: inhibitors of human APE1 endonuclease. P27695. recombinant APE1, TAMRA/BHQ-2 abasic DNA cleavage fluorescence. Potency, µM (doses to about 65.8 µM), inactives show top-dose activity change, negative = inhibition, actives largely listed as inhibitors. 350,000 compounds, 0.35% hits;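 also: potency is read from the fitted curve at half-maximal effect; plate controls were vehicle for no effect and reference inhibitor for full effect; nearly all actives have a fitted effect of over 55% in size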
Target sequence (P27695 whole entry, looked up): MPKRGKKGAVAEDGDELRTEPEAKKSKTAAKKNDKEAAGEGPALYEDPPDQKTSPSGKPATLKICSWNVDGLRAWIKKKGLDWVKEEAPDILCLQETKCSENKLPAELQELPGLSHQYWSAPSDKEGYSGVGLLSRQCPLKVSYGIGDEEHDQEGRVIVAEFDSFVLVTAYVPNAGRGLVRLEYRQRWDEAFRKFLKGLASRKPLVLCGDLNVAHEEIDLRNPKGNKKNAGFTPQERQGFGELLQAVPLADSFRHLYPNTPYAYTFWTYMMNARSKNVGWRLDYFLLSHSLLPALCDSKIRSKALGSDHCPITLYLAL
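Enzyme (0.75 nM final) and test compound are incubated 15 min at room temperature before adding 50 nM quenched THF abasic-site duplex. Cleavage dequenches TAMRA, followed at 525/598 nm over three reads one minute apart.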
Active calls of the source: *; i = inactive; ? = inconclusive; · = not tested or not shown; & = joins results of further samples; [ ] = dose if it differs, or a comment. Unless noted, calls follow the shape of the dose curve; as a rule, active = well fitted curve in the direction sought with a large enough effect; inconclusive = small, poorly fitted or top-dose-only effect, or another doubt; inactive = no such curve, though single readings can be large; an effect the other way counts as inactive or inconclusive. Some of the compounds tested; rates above refer to the full screens.

1: CCCOc1ccc(-c2nc(OC)c3ccccc3n2)cc1
2: COc1ccc(OC)c2sc(NC(=O)c3ccc(Br)s3)nc12
3: N#CCC(=O)N/N=C/c1cc(Br)ccc1OCc1cccc2ccccc12
4: CCOC(=O)C1CCCN(C(=O)c2ccc3c(c2)sc2nc(-c4ccc(CC)cc4)cn23)C1 (centres undefined)
5: Cn1nc([N+](=O)[O-])nc1Sc1nnnn1-c1cccc(C(=O)O)c1
6: O=C(Nc1cccnc1)c1ccco1
7: CN(C)S(=O)(=O)c1ccc2c(c1)N(CC(=O)N1CCN(c3cccc(Cl)c3)CC1)CCS2
8: O=C1CN(C(=O)COC(=O)CCc2ccccc2)c2ccccc2N1
compound no.	1	2	3	4	5	6	7	8
12-LOX inh	64%[activator]	-1%	i	?	-6%	9%	-1%	-1%
Anesthetic bind	-12%	4%	-2%	4%	0%	3%	-14%	·
LDHA inh	-9	0	-8	-8	2	-6	-2	-5
POLB inh	21%	?	4%	11%	2%	?	-1%	·
ERG Ets-DNA blk	3%	13%	10%	2%	12%	·	-2%	-2%
POLH inh	-19%	-19%	-8%	-18%	-11%	8%	-9%	-2%
RGS4 inhibitor	8%	-37%	-6%	32%	21%	-5%	0%	36%
POLK inh	-2%	5%	-8%	-3%	-21%	-6%	-10%[60.1 µM]	-12%
APE1 inh	-1%	-7%	7%	·	5%	7%	·	-3%

9: COc1cc(NC(=O)c2ccc(COc3ccccc3Br)o2)cc(OC)c1OC
10: Cc1ccc2nc(SCC(=O)NC(=O)NCc3ccco3)[nH]c2c1
11: CC1CCc2noc(NC(=O)c3ccc([N+](=O)[O-])cc3)c2C1 (centres undefined)
12: O=C1CSC(c2ccccc2Cl)N1 (centres undefined)
13: COc1ccc(NC(=O)C(C)N2c3cccc4cccc(c34)S2(=O)=O)cc1 (centres undefined)
14: CN1CCN(C(=O)CSc2nc(-c3ccco3)cc(C(F)(F)F)n2)CC1
15: COc1ccc(OCCCCn2c(CO)nc3ccccc32)cc1
16: CCOc1ccc(N/C(C)=C\C(=O)c2ccc3c(c2)OCCO3)cc1
compound no.	9	10	11	12	13	14	15	16
12-LOX inh	19%	0%	?	-4%	4%	-10%	19%	-4%
Anesthetic bind	-11%	?	-6%	-13%	-8%	-11%	-9%	-13%
LDHA inh	-3	-2	1	-6	9	-7	-2	-12
POLB inh	-29%	-30%	32%	-15%	-22%	30%	47%	26%
ERG Ets-DNA blk	·	13%	0%	18%	-1%	6%	6%	4%
POLH inh	-3%	2%	-12%	-12%	-15%	-15%	-21%	-12%
RGS4 inhibitor	4%	8%	-8%	5%	21%	-3%	-8%	26%
POLK inh	-8%	-15%	8%	-6%	-20%	-2%	0%	-3%
APE1 inh	-7%	3%	·	3%	-15%	23%	23%	11%

17: CCOC(=O)c1nc(Nc2cccc(C)c2)c2ccccc2n1
18: Cc1ccc(C2=CC(=O)C[C@H](c3ccc(Cl)cc3)C2)cc1
19: O=c1[nH]c2ccccc2s1
20: CC(Sc1nnc(CN2CCCC2)n1Cc1ccccc1)C(=O)Nc1ccc(F)c(F)c1F (centres undefined)
21: COCCCNC(=O)c1ccc(CSc2nc3cccnc3n2Cc2ccc(OC)cc2)cc1
22: COc1cc(/C=N/OCC(=O)NC23CC4CC(CC(C4)C2)C3)ccc1OCc1ccccc1
23: C=C1CC[C@@H]2[C@](C)(CO)[C@H](O)CC[C@@]2(C)[C@@H]1/C=C/C1=CCOC1=O
24: Cc1cc(C)n(C(=O)CCN2C(=O)c3ccccc3C2=O)n1
compound no.	17	18	19	20	21	22	23	24
12-LOX inh	-10%&-8%&-15%	·	?	32%[activator]	-15%	12%	-5%	1%
Anesthetic bind	?	·	6%	·	-8%	11%	0%&-9%	-14%
LDHA inh	-3&-7&5	3	-6	1	12	-3	-10	-4
POLB inh	15%&5%	·	20%	·	-14%	20%[57.1 µM]	0%	12%
ERG Ets-DNA blk	4%&2%	6%	-5%	9%[15.4 µM]	-7%	-6%	-5%	·
POLH inh	-5%&-13%	-3%	-16%	-25%	-13%	-16%	3%	0%
RGS4 inhibitor	-50%&-11%	13%	9%	-26%	8%	-25%	-5%&-6%	-8%
POLK inh	-17%	-9%	-4%	-4%	-10%	-12%	?	-3%
APE1 inh	-3%	-20%	15%	·	·	-3%	?	1%

25: CCOc1cccc2sc(N(CCN(CC)CC)C(=O)c3ccco3)nc12
26: O=C(CCS(=O)(=O)c1ccc(Br)s1)NCc1ccc2c(c1)OCO2
27: COc1c(O[C@@H]2O[C@H](CO)[C@@H](O)[C@H](O)[C@H]2O)cc2c(c1OC)-c1ccc(SC)c(=O)cc1C(NC(C)=O)CC2 (some centres undefined)
28: COCc1ccc(-c2c(-c3cc(OC)cc(OC)c3)oc(=O)c3cc(OC)c(OC)cc23)cc1
29: COc1ccnc(-n2cccc2C#N)c1C#N
30: Cc1ccc(NC(=O)c2oc3ccccc3c2C)nc1
31: CCOC(=O)c1c(C)oc2nc(C)nc(NCCCN3CCN(c4cc(C)ccc4C)CC3)c12
32: COC(=O)c1cc(Br)c(=O)n(CCN2CCOCC2)c1
compound no.	25	26	27	28	29	30	31	32
12-LOX inh	-22%	-9%	?	2%	-12%	-4%	-10%	-7%
Anesthetic bind	42%[activator]	-12%	·	·	-3%	-15%	-7%	6%
LDHA inh	-6	-2	-4	0	-11	0	-1	-3
POLB inh	8%	-2%	·	·	4%	-2%	3%	-9%
ERG Ets-DNA blk	1%	-7%	-3%	-5%	12%	4%	2%	-11%
POLH inh	-15%	5%	-7%	?	1%	-11%	-11%	-12%
RGS4 inhibitor	3%	-26%	-11%	-6%	16%	-7%	-7%	4%
POLK inh	-11%	-10%	3%	-4%	-12%	0%	2%	-13%
APE1 inh	·	-2%	2%	18%	-5%	-5%	·	4%

33: COc1ccc(OC)c(/C=C2\SC(N3CCCCC3)=NC2=O)c1
34: O=C(Nc1ccccn1)c1ccc(S(=O)(=O)N2CCCCC2)cc1
35: O=C(Nc1c(-c2ccccc2)nc2ccccn12)c1ccccc1F
36: CCCCC(=O)NC1(C(F)(F)F)C(=O)N(CC(C)C)C2=C1C(=O)CC(C)(C)C2 (centres undefined)
37: Cc1ccc(C(C(=O)NC(C)(C)C)N(Cc2ccco2)C(=O)CCC(=O)Nc2ccccn2)cc1 (centres undefined)
38: CC(=O)N1[C@H](C)C=C[C@]1(Cc1ccccc1)C(=O)NCCN1CCOCC1
39: COc1cccc(N=Nc2c(=O)[nH]n3c(C)cc(C)nc23)c1
40: CCn1cc(C(=O)N2CCCc3ccccc32)c2cc(OC)c(OC)cc2c1=O
compound no.	33	34	35	36	37	38	39	40
12-LOX inh	?	-22%	33%&-8%	-1%	-3%	-19%	-29%	-21%
Anesthetic bind	16%	·	-2%&5%	-14%	7%	-2%	-9%	-11%
LDHA inh	-4	-1	-4&-15	-2	-5	0	3	-4
POLB inh	-9%	·	-18%&45%	16%	28%	·	6%	31%
ERG Ets-DNA blk	-1%	9%	18%&1%	1%	0%	7%	12%	-5%
POLH inh	-3%	-13%	-15%&-6%	-7%	-7%	-8%	-11%	-8%
RGS4 inhibitor	-18%	?	-16%&1%	-18%	0%	-10%	19%	7%
POLK inh	-8%	3%	-8%&-2%	20%	-6%	-1%	-8%	-8%
APE1 inh	16%	-1%	15%	-1%	1%	-4%	-1%	-7%

41: COC(=O)c1sc2cccc(F)c2c1S(=O)(=O)Nc1cc(C)c(Cl)cc1OC
42: CCOc1ccc(S(=O)(=O)NC(Cc2c[nH]c3ccccc23)C(=O)O)cc1 (centres undefined)
43: O=C1C=CC(=O)N1Nc1ccc(Br)cc1
44: Fc1ccc2nc(-c3ccccc3)nc(SCc3nnc(-c4ccccc4)o3)c2c1
45: Cc1ccc(OC(C)C(=O)N2CC(=O)Nc3ccccc32)c(C)c1 (centres undefined)
46: N#Cc1ccccc1OCC(=O)OCC(=O)N1CCN(C(=O)c2ccco2)CC1
compound no.	41	42	43	44	45	46
12-LOX inh	-21%	?	-5%	-21%	-10%	1%
Anesthetic bind	-22%	1%	4%	-11%	-10%	3%
LDHA inh	5	1	1	-2	-3	-1
POLB inh	-11%	0%	72%	29%	2%	3%
ERG Ets-DNA blk	3%	-20%	-15%	-6%	2%	2%
POLH inh	-20%	10%	-22%	-12%	-11%	-21%
RGS4 inhibitor	-21%	0%	-14%	-11%[56.9 µM]	-9%	8%
POLK inh	0%	-7%	-3%	-1%	7%	-5%
APE1 inh	·	30%	2%	-9%	1%	7%

Compound activity: PubChem BioAssay, National Center for Advancing Translational Sciences (NCATS)
